# H9c2 TAG inh: reduces triacylglycerol accumulation in H9c2 cells. Nile Red lipid (TAG) fluorescence; cells loaded with 200 µM oleic acid. inhibition, % at 12.5 µM. 230,000 tested, 0.66% active. AID 651582;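 active = pattern-corrected inhibition of lipid staining of at least 50% with the nuclear-stain viability signal not falling by more than 50%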;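 note: 0% = DMSO wells and 100% = triacsin C control wells; some results filed as inactive read as strong as hits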
# H9c2 TAG inh DAPI viability: also measured in H9c2 TAG inh; calls as there; DAPI nuclei signal change (viability), lower = more cytotoxic, %;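 whole-well DAPI fluorescence read on a plate reader as a viability signal; minus 50 percent equals half of cells still viable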
# Active calls of the source: *. An excerpt. The share of hits here may be higher or lower than overall.
SMILES,H9c2 TAG inh,H9c2 TAG inh DAPI viability
CCOc1ccc(NC(=O)CN(C)C(=O)c2ccc3c(c2)C(=O)N(CCC(C)C)C3=O)cc1OCC,6,0
O=C(Nc1ccc(Nc2ccccc2)cc1)c1c(Cl)cccc1Cl,4,-4
O=C(c1cc2c(=O)oc3ccccc3c2s1)N1CCOCC1,-5,-12
NC(=O)c1sc2nc3c(c(-c4ccc(Cl)cc4)c2c1N)CCCC3,17,12
COc1ccccc1-c1sc2cc3c(cc2c1C#CCO)OCO3,-4,0
C[C@@H]1CN([C@H](C)CO)C(=O)CCCn2nncc2CO[C@@H]1CN(C)C(=O)C1CC1,-8,0
CCn1c(Cc2cccs2)nnc1SCC(=O)NC(C)(C)C,5,-2
O=C(COC(=O)C1(c2ccccc2)CC1)N1CCN(c2ccc(F)cc2)CC1,10,1
CCOC(=O)N1CCN(S(=O)(=O)c2ccc(C(=O)N(CCN(C)C)c3nc4c(C)cccc4s3)cc2)CC1,28,-2
CCN(CC)S(=O)(=O)c1ccc(OC)c(NC(=O)CSCc2c(C)noc2C)c1,-3,-7
CC(CC(=O)c1ccccc1)=NCC(O)CN=C(C)CC(=O)c1ccccc1 (configuration not stated),3,-13
CCOC(=O)C1=C(COC(=O)CCS(=O)(=O)c2ccc(C)cc2)NC(=O)NC1C (configuration not stated),3,-1
CCOC(=O)N1CCN(c2c(NCCc3ccc(C)cc3)c(=O)c2=O)CC1,-5,2
Cc1cccc(OCCC(=O)Nc2ccc(C)c(S(=O)(=O)N3CCOCC3)c2)c1,-9,1
O=C(O)C1CCCCC1C(=O)Nc1cnn(Cc2ccccc2)c1 (configuration not stated),-6,10
CCOc1ccc(S(=O)(=O)NCC2CCCO2)c2ccccc12 (configuration not stated),-6,-2
OC[C@@H]1CN(Cc2ccc3c(c2)OCO3)C[C@H](n2cnc3c(N4CCCC4)ncnc32)O1,11,4
COc1ccc(C(NC(=O)c2cccc(F)c2)c2ccccc2)cc1 (configuration not stated),-9,2
O=C(NCc1cn2ccsc2n1)Nc1cccc(Cl)c1,-7,-8
COCOCCn1cc(CN2CCS(=O)(=O)N(Cc3ccc(-c4ccc(OC)nc4)cc3)C(C)C2=O)nn1 (configuration not stated),-1,-3
Cc1nc(N/N=C/c2cccc([N+](=O)[O-])c2)cc(N2CCCCC2)n1,0,16
COc1cc(NC(=O)C2=COCCO2)c(OC)cc1Cl,11,-14
Cc1noc(C)c1S(=O)(=O)N(C)C[C@H]1Oc2ccc(NC(=O)Cn3cnnn3)cc2C(=O)N([C@H](C)CO)C[C@@H]1C,-11,4
O=C(NCc1ccccc1)c1cccc(NC(=O)c2ccco2)c1,-25,6
O=C(c1ccccc1)N(CCN1CCOCC1)C1(C(=O)Nc2ccccc2)CCCCC1,-14,13

# Pulled one by one from above:
SMILES,H9c2 TAG inh,H9c2 TAG inh DAPI viability
CCOC(=O)N1CCN(c2c(NCCc3ccc(C)cc3)c(=O)c2=O)CC1,-5,2
CC(CC(=O)c1ccccc1)=NCC(O)CN=C(C)CC(=O)c1ccccc1 (configuration not stated),3,-13

# Individual results from the list.
# Reading for O=C(COC(=O)C1(c2ccccc2)CC1)N1CCN(c2ccc(F)cc2)CC1 in H9c2 TAG inh: 10
# Reading for CCOC(=O)N1CCN(S(=O)(=O)c2ccc(C(=O)N(CCN(C)C)c3nc4c(C)cccc4s3)cc2)CC1 in H9c2 TAG inh: 28

# (next part)
SMILES,H9c2 TAG inh,H9c2 TAG inh DAPI viability
FC(F)(F)c1nnc2c(Sc3ccccc3)nc3ccccc3n12,7,-9
CN(C(=O)CC(NC(=O)c1ccccc1)(c1ccccc1)c1ccccc1)c1ccccc1,-6,-5
O=C(NCC(F)(F)F)c1ccc(S(=O)(=O)N2CCN(C(=O)C3CCCO3)CC2)cc1 (configuration not stated),-13,11
CSC(=S)N/N=C(\C)c1ccc(Br)cc1,39,-14
COc1ccccc1Oc1c(C)oc2c(CN3CCOCC3)c(O)ccc2c1=O,0,13
C=CCN([C@@H](CC(C)C)C(=O)OC)S(=O)(=O)N(CC=C)[C@@H](CC(C)C)C(=O)OC,-37,-4
COC(=O)c1cc(Br)c(=O)n(Cc2ccncc2)c1,8,7
Cc1c(NC(=O)C(C)Sc2ccccc2)c(=O)n(-c2ccccc2)n1C (configuration not stated),0,4
Cc1ccc(NC(=O)COc2ccccc2C(=O)NCc2ccccc2)cc1,10,-6
O=C(NCc1ccco1)c1ccccc1-c1ccc(C(F)(F)F)cc1,-16,-8
C[C@@]12C(=O)N(c3ccc(Br)cc3)C(=O)N1[C@@H]1c3ccccc3OC[C@@H]1[C@H]2c1ccccc1,-2,3
COc1ccc(C(CCN2CCCCC2)c2c(O)cc(OC)cc2OC)cc1 (configuration not stated),-2,-4
Cc1ccc(NC(=O)C(C)N2C(=O)C3CC=C(Cl)CC3C2=O)cc1 (configuration not stated),-32,11
O=C(CNC(=O)c1ccc([N+](=O)[O-])cc1)N/N=C/c1c[nH]c2ccccc12,6,-4
O=C(Nc1ccccc1)N1C2CCC1CC(O)(c1cccnc1)C2 (configuration not stated),-17,13
CCOc1ccccc1-c1ccc(C(=O)NCc2ccccc2)o1,14,7
CCCCNC(=O)c1cc2c(C)cc(C)cc2[nH]1,-18,2
Cc1ccc(C(=O)C(C)OC(=O)CCS(=O)(=O)c2ccc(C)cc2)cc1 (configuration not stated),3,-3
O=C(Nc1nc2ccccc2n1CCN1CCCCC1)c1ccco1,12,6
COC(C[C@H]1O[C@H]1[C@H](O)[C@H](C)OCc1ccccc1)OC,2,5
NC(=O)CC(NC(=O)Cc1ccc(Cl)cc1)c1ccc(NC2CC3CCC2C3)c([N+](=O)[O-])c1 (configuration not stated),0,-31
CCCC(=O)Nc1ccc2oc(-c3cncc(Br)c3)nc2c1,2,-5
CN(C)c1ccc2c3c(ccc(N(C)C)c13)C(=O)OC2,-17,9
Cc1cc(C(=O)Nc2ccc3c(c2)OCO3)no1,3,-5
CS(=O)(=O)N(CC(N)=O)c1cccc(Br)c1,-6,3

# (further entries)
SMILES,H9c2 TAG inh,H9c2 TAG inh DAPI viability
Cc1cccc(C)c1-n1c(C)nn(CC2CC2)c1=O,-17,13
CC(=O)N(C)c1ccc(NC(=O)Cc2cccc3ccccc23)cc1,12,-5
Cc1ccccc1C(=O)NC1CC(C)(C)NC(C)(C)C1,-1,7
N#C/C(=C\c1ccc[nH]1)C(=O)Nc1ccccc1[N+](=O)[O-],2,-9
COC(=O)c1cc(OC)c(OC)cc1NC(=O)C1CCC(=O)N1S(=O)(=O)c1ccc(C)cc1 (configuration not stated),1,-5
COc1cccc2oc(CCc3ccccc3)cc(=O)c12,10,2
O=C(COc1cccc(-n2cnnn2)c1)NC1CCCCC1,15,-1
CNC(=O)c1c(NC(=O)CCS(=O)(=O)c2ccccc2)sc2c1CCN(C(=O)OC)C2,6,1
COc1ccc(CC(=O)OCC(=O)Nc2c(C)n(C)n(-c3ccccc3)c2=O)cc1,-13,-4
CCn1c(SCC(=O)NC2CCCCC2)nnc1-c1cccnc1,7,-1
Cn1ccc(C(=O)Oc2ccc(C(=O)Nc3ccc(F)cc3F)cc2)n1,2,6
CCOc1ccccc1NC(=O)C(c1ccccc1)N1CCN(C(=O)c2ccco2)CC1 (configuration not stated),-26,3
O=C(Nc1ccc2oc(-c3cccnc3)nc2c1)c1ccco1,5,3
CCNC(=O)C1CCCN(C(=O)c2ccc(C)c(F)c2)CC1 (configuration not stated),-21,9
CC(C)Oc1cccc(C(=O)C2CCCN(Cc3cnc(N4CCOCC4)s3)C2)c1 (configuration not stated),-2,12
CCOC(=O)c1ccc(Cn2cnc3ccccc3c2=O)cc1,-3,-1
CSc1ccc(CN2C(=O)NC3(CCCCCCC3)C2=O)cc1,3,6
Cc1ccc(NC(=O)c2cc(-c3cccs3)on2)cc1,1,3
CCn1c(SCC(=O)c2cccs2)nnc1-c1ccco1,-60,14
CN1CCN(C(=O)c2ccc3c(c2)N(Cc2ccccc2F)C(=O)c2ccccc2S3=O)CC1 (configuration not stated),2,-5
Cc1nc2ccccc2n1CC(=O)c1ccc(O)c(O)c1,22,-4
C=CCOc1ccccc1CN1CCC(CO)(CCOc2ccccc2)CC1,4,18
Cc1cc(NCCCCCCCNc2cc(C)nc3cc([N+](=O)[O-])ccc23)c2ccc([N+](=O)[O-])cc2n1,46,-9
COCCN1CCN(Cc2cn(C)nc2-c2cccc(Cl)c2)CC1,8,2
O=C(Nc1ccc2c(c1)C(=O)N(C1CCCCC1)C2=O)C1CCCO1 (configuration not stated),7,24

# Next part.
SMILES,H9c2 TAG inh,H9c2 TAG inh DAPI viability
Cc1ccc(CNC(=O)C(=O)NCCC2CCCCN2S(=O)(=O)c2cccs2)cc1 (configuration not stated),5,-4
COC(=O)C1CC2=C(CC(C)(C)CC2=O)N(c2ccccc2)C1=O (configuration not stated),-1,-6
CN(Cc1cccc(F)c1)C(=O)C1CC(=O)N(Cc2ccco2)C1 (configuration not stated),4,0
COC(=O)C(NC(C)=O)(Nc1nc2c(C)cc(C)cc2s1)C(F)(F)F (configuration not stated),4,-9
CC1(C)Cc2noc(N)c2C(C)(C)N1OC(=O)c1scc2c1OCCO2,-22,4
O=C(Cn1[nH]c(=O)c2ccccc2c1=O)Nc1cccc(-c2nnc3n2CCCCC3)c1,21,-13
N#CC(C#SN)=C1CCCCC1,1,-5
CCN(c1ccccc1)S(=O)(=O)c1ccc(C(=O)Nc2ncccc2O)cc1,-1,-4
COC(=O)C(C(=O)OC)c1ccc(-n2cccc2)cc1,-7,-8
CCSC1=C(C#N)C(c2ccccc2OC)CC(=O)N1 (configuration not stated),-20,20
CN1CCN(C2=C(Cl)C(=O)N(c3cccc(Cl)c3)C2=O)CC1,-4,3
C/C(=N\NC(=O)c1c(Cl)cnn1C)c1cccnc1,16,-1
Cc1cc(C)c(NC(=O)COC(=O)C2CCCCC2)c(C)c1,3,3
CC(C)CCNC(=O)C1CCCN1C(=O)NC1CCCCC1 (configuration not stated),-22,-10
CCCc1cc(C(=O)Nc2cc(C)nn2-c2ccccc2)no1,0,-10
NS(=O)(=O)c1cccc(NC(=O)CSc2nc3ccc(Cl)cc3[nH]2)c1,2,5
COc1ccc(CCN=C(N)NS(=O)(=O)c2cccs2)cc1,-12,2
CC(OC(=O)C1=COCCO1)C(=O)Nc1ccc(Oc2ccccc2)cc1 (configuration not stated),-6,-5
COc1ccc(N2CCN(C(=O)Cc3nn(C)c(=O)c4ccccc34)CC2)cc1,-18,-7
O=C(Nc1nnc(COc2ccccc2)s1)c1ccco1,-4,-5
CCOc1cc(/C=N/NC(=O)c2cccnc2)ccc1O,-2,8
CN(CC(=O)Nc1ccc(Cl)cc1)CC(=O)Nc1cccc2ccccc12,0,-1
COC(=O)[C@@]12CCCN1[C@H](c1ccc(-c3ccc(Cl)c(Cl)c3)cc1)[C@H]1C(=O)N(C)C(=O)[C@H]12,4,0
CCN(CC)CCNC(CC(=O)Nc1ccc(Cl)cc1Cl)C(=O)O (configuration not stated),7,-14
CS(=O)(=O)c1ccc(C(=O)OCC(=O)c2ccc(Cl)s2)cc1,2,-1

# The listing continues:
SMILES,H9c2 TAG inh,H9c2 TAG inh DAPI viability
Cc1cccc(C(=O)N2CCCC(Nc3ccc(C)c(C)c3)C2)n1 (configuration not stated),8,2
CC(=O)C1=C(C)N2CCN=C2S1,-5,2
CCOc1ccccc1N(CC(=O)Nc1ccc(C)cc1)S(C)(=O)=O,-18,18
Cc1[nH]nc(SCC(=O)N2CCCCC2)c1[N+](=O)[O-],11,-5
Cc1ccc(S(=O)(=O)N2CCCC2C(=O)NCc2ccccc2Cl)cc1 (configuration not stated),-4,1
NC(=O)C[C@H]1NC(=O)[C@H](CCC(=O)O)NC(=O)c2cc([N+](=O)[O-])cc(I)c2NCCC[C@@H](C(N)=O)NC1=O,-31,-3
COc1ccccc1N(C)S(=O)(=O)c1ccc(C(=O)NCc2ccccc2CN2CCCC2)cc1,-3,-6
CNC(=O)c1cc2cc(Br)ccc2s1,-19,5
Cc1cc(-c2nnc(SCC(=O)c3ccc(F)cc3)o2)no1,-5,7
O=C(CSc1ncc(C(F)(F)F)cc1Cl)NCC1CCCO1 (configuration not stated),0,-1
O=C(COC(=O)Cc1ccc(Cl)cc1)Nc1ccccc1F,8,-10
O=C(CCn1cccc1)NCCc1ccc(Cl)cc1,-13,-3
COc1ccc(NC(=O)Cc2ccc(C)c(C)c2)cc1S(=O)(=O)N1CCCCC1,-19,0
O=C(O)c1ccc(N2CCCCC2)cc1O,12,-6
O=C(COC(=O)/C=C/c1ccco1)Nc1cc(S(=O)(=O)N2CCOCC2)ccc1Cl,8,-3
CN(CC(=O)Nc1ccc(F)cc1)CC(=O)N1CCCCC1,19,0
CN(C(=O)c1ccccc1)C(=O)c1ccccc1,-3,11
Cc1nc(NCC2CC2)c2nnn(Cc3ccccc3)c2n1,-11,-1
CCOc1ccccc1Nc1nc2ccccc2[nH]1,26,-4
Cn1nc(C(=O)Nc2sccc2C(N)=O)ccc1=O,-19,-7
CCN(CC(=O)Nc1cc(Cl)ccc1OC)CC(=O)NC1CCS(=O)(=O)C1 (configuration not stated),9,-4
Cc1cc(-c2n[nH]c(=S)n2/N=C/C=C/c2ccco2)n[nH]1,-11,2

# Part of the list above, reformatted:
# Second line of a record – H9c2 TAG inh, H9c2 TAG inh DAPI viability
> Cc1cccc(C(=O)N2CCCC(Nc3ccc(C)c(C)c3)C2)n1 (configuration not stated)
  8, 2
> CC(=O)C1=C(C)N2CCN=C2S1
  -5, 2
> CCOc1ccccc1N(CC(=O)Nc1ccc(C)cc1)S(C)(=O)=O
  -18, 18
> Cc1[nH]nc(SCC(=O)N2CCCCC2)c1[N+](=O)[O-]
  11, -5
> Cc1ccc(S(=O)(=O)N2CCCC2C(=O)NCc2ccccc2Cl)cc1 (configuration not stated)
  -4, 1
> NC(=O)C[C@H]1NC(=O)[C@H](CCC(=O)O)NC(=O)c2cc([N+](=O)[O-])cc(I)c2NCCC[C@@H](C(N)=O)NC1=O
  -31, -3
> COc1ccccc1N(C)S(=O)(=O)c1ccc(C(=O)NCc2ccccc2CN2CCCC2)cc1
  -3, -6

# Screening results from PubChem.
